EPAC1 antag: EPAC1 (human) antagonism; O95398; EPAC1 GEF assay, Rap1b-BODIPY-GDP exchange fluorescence; Potency, µM (titrated, usually from 115 µM), for the others: top-dose activity change, negative = inhibition, most hits filed as inhibitors; hit rate 0.14% among 360,000;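 note: plate controls were vehicle for no effect and positive control for full effect; nearly all actives have a fitted effect of over 50% in size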
EPAC2 agonist: EPAC2 (human) agonism; EPAC2 activation, biochemical qHTS; response scale: 100% = 6.5 mM cAMP response; Potency, µM (doses to about 154 µM), inactives show at the top dose activation, usual class: activators; hit rate 0.079% among 360,000; AID 720711; note: nearly all actives have a fitted effect of over 50% in size
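Each well held 100 nM EPAC2, 250 nM RAP1B-BODIPY-GDP and 50 uM GDP. Fluorescence, read at 5-min intervals to 30 min, was referenced to a 6.5 mM cAMP positive control.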
EPAC2 antagonist: blocks human EPAC2 exchange factor; Q8WZA2; EPAC2 GEF exchange of Rap1B-BODIPY-GDP, fluorescence; Potency, µM (top dose mostly 114 µM), inactives show at the top dose activity, negative = inhibition, most hits filed as inhibitors; hit rate 0.18% among 360,000; note: % is set by controls: 0 for no effect and ±100 for the full control effect; nearly all actives have a fitted effect of over 45% in size; many of its hits are not listed in these tables
aSyn yeast inh: inhibitors of alpha-synuclein toxicity in yeast | Potency, µM (highest dose often 46.1 µM), without a hit: top-dose growth rescue (activation), usual class: activators | hit rate 0.14% among 370,000 | Yeast expressing alpha-synuclein, growth rescue, BacTiter-Glo, 24 h; note: % of control where 0% means no effect; nearly all actives have a fitted effect of over 65% in size
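Galactose-induced alpha-syn yeast (OD600=0.02, raffinose-pregrown) + pinned cpd, 24 hr, 30 deg C; growth by BacTiter-Glo luminescence. Growth restoration scores as activation.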
TDP43 rescue: inhibitors of TDP-43 toxicity in yeast; TDP-43 expressing yeast growth rescue, BacTiter-Glo, 24 h; AID 652104; hit rate 1.8% among 410,000; Potency, µM (series often up to 46.1 µM), for the others: top-dose growth rescue (activation), hits mostly activators; note: % of control where 0% means no effect; nearly all actives have a fitted effect of over 50% in size
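Growth rescue of TDP-43-toxic yeast measured as ATP luminescence (BacTiter-Glo). Cells grown to mid-log in raffinose, induced in galactose at OD600=0.02, exposed to compound 24 hr at 30 deg C.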
FUS suppressor: suppressors of FUS proteinopathy in yeast | S. cerevisiae FUS-expressing, growth rescue, OD600, 24 h | Potency, µM (doses to about 76.6 µM), for inactives: at the highest dose growth rescue (activation), hits mostly activators | hit rate 0.24% among 390,000 | AID 1347120;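 note: plate controls were DMSO vehicle for no effect and reference control for full effect; nearly all actives have a fitted effect of over 55% in size; some results filed as inactive show a strong effect at the top dose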
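Steps: raffinose overnight preculture; dilution to OD 0.005 in 2% galactose minimal medium; compound addition (concentration series); 24hr at 30C, 99% humidity; absorbance read at 600 nm.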
PTHR1 agonist: activates the human parathyroid hormone receptor PTHR1; hit rate 0.075% among 410,000; HEK293 GP2 PTHR1 cells, GloSensor cAMP luminescence, 1 h; Potency, µM (series often up to 115 µM), inactives show top-dose activation, hits mostly activators; AID 743266; Q03431; note: nearly all actives have a fitted effect of over 55% in size; some results filed as inactive show a strong effect at the top dose; inactives centre near -15; many of its hits are not listed in these tables
Target sequence (Q03431 whole entry, looked up): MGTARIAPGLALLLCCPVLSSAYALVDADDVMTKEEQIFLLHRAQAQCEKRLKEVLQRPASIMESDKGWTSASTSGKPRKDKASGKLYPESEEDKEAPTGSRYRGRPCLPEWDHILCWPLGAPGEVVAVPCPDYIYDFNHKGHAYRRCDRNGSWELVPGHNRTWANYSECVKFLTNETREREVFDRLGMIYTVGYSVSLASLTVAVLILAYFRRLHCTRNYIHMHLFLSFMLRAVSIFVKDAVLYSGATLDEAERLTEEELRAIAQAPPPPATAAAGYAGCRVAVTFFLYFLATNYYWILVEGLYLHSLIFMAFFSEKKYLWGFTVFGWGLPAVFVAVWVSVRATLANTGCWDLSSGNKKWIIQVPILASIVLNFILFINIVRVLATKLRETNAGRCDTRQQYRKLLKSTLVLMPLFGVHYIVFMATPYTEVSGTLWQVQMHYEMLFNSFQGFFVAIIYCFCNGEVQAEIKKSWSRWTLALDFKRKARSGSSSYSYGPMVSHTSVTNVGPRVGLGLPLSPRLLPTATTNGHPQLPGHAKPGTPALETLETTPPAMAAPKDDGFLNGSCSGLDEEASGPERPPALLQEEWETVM
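HEK-293-derived GP2 cells expressing PTHR1 and a GloSensor cAMP reporter, 3,000/well, plated overnight, given luciferin plus IBMX (each 0.5 mM as added) for 1 h at 37 °C, then compound for 1 h at 37 °C. Luminescence was read after 15 min at room temperature.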
EPAC1 agonist: EPAC1 (human) agonism; EPAC1 agonist qHTS, biochemical assay; response scale: 100% = response to 6.5 mM cAMP; Potency, µM (top dose mostly 154 µM), without a hit: at the highest dose activation, usual class: activators; hit rate 0.073% among 360,000; AID 720707; note: nearly all actives have a fitted effect of over 60% in size
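Multi-concentration qHTS readout: loss of Rap1B-bound BODIPY-GDP fluorescence driven by 100 nM EPAC1 with excess GDP (50 uM), monitored kinetically at room temperature; agonist response expressed relative to 6.5 mM cAMP.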
The depositor's hits bear a star; i = inactive; ? = inconclusive; nt = no result given; & = joins results of further samples; [ ] = dose if it differs, or a comment. Calls come from the whole dose curve; as a rule, active = well fitted curve in the direction sought with a large enough effect; inconclusive = small, poorly fitted or top-dose-only effect, or another doubt; inactive = no such curve, though single readings can be large; an effect the other way counts as inactive or inconclusive. Potency is the fitted concentration of half-maximal effect. Some of the compounds tested (hit frequency here may not be typical).

entry | smiles | EPAC1 antag | EPAC2 agonist | EPAC2 antagonist | aSyn yeast inh
1 | Cc1cc(C)c2c(-n3cccc3)c(C(=O)NNS(=O)(=O)c3ccc(Cl)cc3)sc2n1 | 7% | 2% | -3% | 11%
2 | O=C(COC(=O)c1cccnc1)Nc1ccc2c(c1)OCO2 | -3% | 0% | 7% | 1%
3 | Cc1cnc(C(=O)OCC(=O)Nc2ccc(Cl)cc2Cl)cn1 | 1% | 0%[15.6 µM] | 7% | -2%
4 | COc1cc2c(cc1OC)CN(C(=S)Nc1ccc(Cl)cc1)CC2 | 11% | -1% | 4% | -12%
5 | FC(F)Oc1ccc(NC(=S)N2CCc3ccccc32)cc1 | -7% | 14% | -6% | 5%
6 | S=C(NC1CCCCC1)N1CCc2[nH]c3ccccc3c2C1 | -22% | 5% | -3% | -3%
7 | Cc1ccc(NC(=O)CCNC(=O)c2ccc(Cl)cc2)nc1 | -15% | 6% | 15% | -6%
8 | CCOC(=O)C(Cc1c[nH]c2ccc([N+](=O)[O-])cc12)(NC(C)=O)C(=O)OCC | 9% | -5% | -10% | 7%
9 | C[C@]12C[C@H](O)[C@H]3[C@@H](CCC4=CC(=O)CC[C@@]43C)[C@@H]1CC[C@@H]2C(=O)CO | 0% | -2% | -14% | 2%&6%
10 | CCOCc1cn(CC(=O)c2ccc([N+](=O)[O-])cc2)c(C)nc1=N | -4% | 8% | 11% | -3%
11 | CCCOc1ccc(-c2csc3nc[nH]c(=O)c23)cc1 | -4% | 3% | -3% | -8%
12 | Cc1ccc(-c2noc(C3CCCN(C(=O)c4ccc(F)cc4F)C3)n2)cc1 (centres undefined) | -8% | 7% | -1% | -18%

entry | TDP43 rescue | FUS suppressor | PTHR1 agonist | EPAC1 agonist
1 | ? | 44% | -12% | 11%
2 | 11% | -23% | -16% | 6%
3 | 14% | -7% | i | -6%
4 | 10% | -9% | -19% | 6%
5 | 18%[9.22 µM] | 19% | -9% | 3%
6 | -20% | -1% | i | 5%
7 | 1% | 17% | -31%[inhibitor] | -5%
8 | -4% | 3% | i | -2%
9 | 23% | -13% | i | -10%
10 | -2% | 19% | -3%[57.5 µM] | -2%
11 | ? | -10% | -18% | 1%
12 | -8% | 46% | -38%[inhibitor] | 17%

Reprinted from the part before: 4 compounds; new compounds follow.
entry | smiles | EPAC1 antag | EPAC2 agonist | EPAC2 antagonist | aSyn yeast inh
9 | C[C@]12C[C@H](O)[C@H]3[C@@H](CCC4=CC(=O)CC[C@@]43C)[C@@H]1CC[C@@H]2C(=O)CO | 0% | -2% | -14% | 2%&6%
10 | CCOCc1cn(CC(=O)c2ccc([N+](=O)[O-])cc2)c(C)nc1=N | -4% | 8% | 11% | -3%
11 | CCCOc1ccc(-c2csc3nc[nH]c(=O)c23)cc1 | -4% | 3% | -3% | -8%
12 | Cc1ccc(-c2noc(C3CCCN(C(=O)c4ccc(F)cc4F)C3)n2)cc1 (centres undefined) | -8% | 7% | -1% | -18%
13 | Cc1cccc(-n2c(Cn3nc(C)c([N+](=O)[O-])c3C)n[nH]c2=S)c1 | -19% | 23% | -2%[57.1 µM] | 2%
14 | Cc1ccc(S(=O)(=O)CCC(=O)OCc2cc(C)ccc2C)cc1 | -13% | 19% | -11% | 14%
15 | CC(C)Oc1cccc(C(=O)NC(=S)N2CCN(c3ccc(C(F)(F)F)cc3[N+](=O)[O-])CC2)c1 | -10% | -11% | -1% | 9%
16 | CCCC(=O)NC(Nc1cc(C(F)(F)F)ccc1Cl)C(Cl)(Cl)Cl (centres undefined) | -1% | -8% | 2% | -8%
17 | O=C(Nc1ccc(S(=O)(=O)N2CCCC2)cc1)c1ccc(CN2CCc3ccccc3C2)cc1 | -7% | 14% | -5% | -2%
18 | Cc1cc(/C=N/n2cnnc2)c(C)n1-c1cccc(C(=O)O)c1 | 14% | 7% | 13% | 3%
19 | COCCCNC(=O)c1ccc(-c2nc3ccccc3nc2-c2ccccc2)cc1 | -4% | 7% | 6% | 26%
20 | COC(=O)c1cc2ccc(OC)cc2c2cc(OC)c(OC)cc12 | 11% | 17% | -21% | 3%
21 | CCn1cc(C(=O)NC2CCCCC2)c(=O)c2ccc(C)nc21 | 22% | -4% | 5% | 7%
22 | CCc1ccccc1NC(=O)CN(C)C(=O)c1cc(C2CC2)nn1-c1ccccc1 | -26% | 10% | -7% | -7%
23 | C=CCOC(=O)C1=C[C@H](C2CC2)[C@@H](CCCO)[C@H](OCC)O1 | -18% | -4% | 8% | 1%
24 | COc1ccccc1NC(=O)NC1(C)CCS(=O)(=O)C1 (centres undefined) | 2% | 1% | 0% | 3%

entry | TDP43 rescue | FUS suppressor | PTHR1 agonist | EPAC1 agonist
9 | 23% | -13% | i | -10%
10 | -2% | 19% | -3%[57.5 µM] | -2%
11 | ? | -10% | -18% | 1%
12 | -8% | 46% | -38%[inhibitor] | 17%
13 | 5% | -1% | i | 9%
14 | 18% | 31% | -5% | 8%
15 | ? | 32% | -21% | -5%
16 | -8% | 2% | -17% | -6%
17 | -6% | nt | -12% | 16%
18 | -11% | 12% | -1%[57.5 µM] | -3%
19 | 28% | 27% | -11% | 8%
20 | -3% | 8% | -42%[inhibitor] | -1%
21 | 6% | -2% | -3%[57.5 µM] | -1%
22 | 1% | 5% | ? | 6%
23 | 24% | 8% | i | 5%
24 | 9% | 3% | i | 3%

(listing goes on)
entry | smiles | EPAC1 antag | EPAC2 agonist | EPAC2 antagonist | aSyn yeast inh
25 | O=C(c1cccc(S(=O)(=O)N2CCN(c3ccc(F)cc3)CC2)c1)N1CCCCCCC1 | 6% | 8% | -1% | -2%
26 | CCC(C)Sc1cc(C)c(C#N)c2nc3ccccc3n12 (centres undefined) | -6% | 8% | 16% | -12%
27 | Cc1ccc(S(=O)(=O)N2C[C@H]3N(C(=O)OC(C)C)N(C(=O)OC(C)C)C[C@H](OC(=O)NC4CCCC4)[C@@]3(O)C2)cc1 | 1% | 13% | -8% | 1%
28 | Cc1nc2cc(NC(=O)NCCCO)ccc2o1 | -10% | 2% | -1% | 0%
29 | CC(=O)c1c(C)[nH]c(C(=O)Nc2ccc(Cl)cc2F)c1C | -12% | 6% | -4% | -10%
30 | O=C(NCCCCc1ccccc1)c1cccc([N+](=O)[O-])c1 | -22% | 19% | -1% | -6%
31 | Oc1ccccc1C1=Nc2ncnn2C(c2ccccc2)C1 (centres undefined) | -13% | 9% | 0% | 3%
32 | CC(C)OCCCNC(=O)CCSc1ccc(Cl)cc1 | -2% | 2% | -4% | -11%
33 | S=c1[nH]nc(-c2ccco2)n1/N=C/c1ccc(Cl)cc1 | -1% | -7% | 0% | 1%
34 | CC1=C([N+](=O)[O-])C(c2ccc(O)c(O)c2)NC(=O)N1 (centres undefined) | -5% | -6% | -4% | -5%
35 | CN(C(=O)CSc1nnc(-c2ccc(F)cc2)c2ccccc12)C1CCS(=O)(=O)C1 (centres undefined) | -11% | -1% | -11% | -4%
36 | O=C(Nc1ccc2nc(N3CCOCC3)sc2c1)c1cc2ccccc2o1 | -2% | -11% | -15% | -5%

entry | TDP43 rescue | FUS suppressor | PTHR1 agonist | EPAC1 agonist
25 | ? | 40% | -44%[inhibitor] | 6%
26 | 23% | -7% | -5% | -4%
27 | 16% | 44% | -24% | -22%
28 | 0% | 12% | i | 1%
29 | -13% | -3% | -18% | 13%
30 | 19% | 11% | -67%[inhibitor] | 13%
31 | 6% | 25% | -4%[57.5 µM] | 6%
32 | 6% | 30% | i | 9%
33 | ? | -12% | i | 8%
34 | 4% | 20% | ? | -17%
35 | -32%[inhibitor] | ? | i | 1%
36 | 1% | -7% | -37%[inhibitor] | -14%

(cont.)
entry | smiles | EPAC1 antag | EPAC2 agonist | EPAC2 antagonist | aSyn yeast inh
37 | CCC(CC)C(=O)Nc1nnc2n1CCS2 | nt | nt | nt | ?
38 | O=S(=O)(c1ccc(Br)cc1Cl)N1CCN(CCO)CC1 | -1% | -1% | 5% | -2%
39 | COc1ccc(C2C(C#N)=C(/N=C/N3CCOCC3)OC3=C2C(=O)CC(C)(C)C3)cc1OC (centres undefined) | -2% | 11% | -2% | 1%
40 | O=C(N/N=C/c1c[nH]c2ccccc12)c1ccn(Cc2ccc(Cl)cc2Cl)n1 | -10% | 12% | -2% | -3%
41 | N#Cc1ccccc1NC(=O)COC(=O)/C=C/c1cn(-c2ccccc2)nc1-c1ccc(Cl)cc1 | 4% | -5% | -7% | 3%
42 | O=C1CS(=O)(=O)C2(C(=O)N(Cc3ccccc3)c3ccccc32)N1c1ccccc1 (centres undefined) | nt | nt | nt | ?
43 | CC(C)NS(=O)(=O)c1ccc(OCC(=O)N2CCCC2)cc1 | 7% | 8% | 1% | -6%
44 | COc1ccc(Cl)cc1NC(=O)CN(C)C(=O)Cc1ccc(-c2ccccc2)cc1 | -17% | 7% | -4% | 5%
45 | Cc1cc(C)cc(NS(=O)(=O)c2ccc(-c3cnc(C4CC4)o3)cc2)c1 | -14% | 8% | -20% | ?
46 | CC1CCN(C(=O)Cn2nnc(-c3ccc(C(C)C)cc3)n2)CC1 | 1% | 4% | -4% | 15%
47 | CN(CC(=O)Nc1ccc(Cl)c(Cl)c1)C(=O)C1CCC1 | -7% | 3% | 4% | 16%
48 | COc1ccc(NC(=O)c2ccccc2OCc2c(C)noc2C)cc1OC | -15% | 0% | 5% | 0%

entry | TDP43 rescue | FUS suppressor | PTHR1 agonist | EPAC1 agonist
37 | 5% | -15% | -12% | nt
38 | -12% | 19% | i | -6%
39 | -16% | 16% | -4% | 7%
40 | 9% | 8% | -19% | 5%
41 | 21% | 7% | -16% | -2%
42 | -5% | 23% | -6% | nt
43 | -1% | -7% | -9%[57.5 µM] | 5%
44 | ? | 31% | -19% | 0%
45 | ? | ? | -39%[inhibitor] | -1%
46 | 7% | 6% | -23% | 0%
47 | ? | -2% | -24% | -6%
48 | -7% | 3% | -20% | 2%

More records.
entry | smiles | EPAC1 antag | EPAC2 agonist | EPAC2 antagonist | aSyn yeast inh
49 | CCOC(=O)N1CCN(S(=O)(=O)c2ccc(C(=O)NNc3nc4c(C)cccc4s3)cc2)CC1 | -13% | -7% | 0% | 0%
50 | COc1ccc(Cl)cc1NC(=O)C/C(C)=N/NC(=O)c1ccccc1[N+](=O)[O-] | 7% | 3% | 2% | 0%
51 | CCOC(=O)N1CCN(CC(=O)N2c3ccccc3CC2C)CC1 (centres undefined) | 8% | 7% | -2% | -5%
52 | CCOC(=O)Cn1c(=O)cnc2ccccc21 | -5% | -6% | 6% | -2%
53 | C/C(=N\NC(=S)Nc1ccccc1C)c1cc2ccccc2o1 | -11% | 9% | 4% | -6%

entry | TDP43 rescue | FUS suppressor | PTHR1 agonist | EPAC1 agonist
49 | 0% | 35% | i | -5%
50 | -1% | 28% | -16% | 6%
51 | 16% | -4% | i | 10%
52 | -2% | 6% | i | 0%
53 | 29% | 17% | -11% | 10%
